# Assay outcomes as filed in PubChem BioAssay.
# S2 tox – cell viability loss in ATXN counter-screen; S2 cells (HEK-293 line with an ATXN2-luciferase reporter) viability, CellTiter-Fluor protease fluorescence, 24 h; Potency, µM (titrated, usually from 56.7 µM), actives largely listed as cytotoxic; hit rate 0.49% among 400,000; AID 651635; further: potency means the concentration at half of the fitted maximal effect; nearly all actives have a fitted effect of over 40% in size
# ATXN2 expr inh – inhibitors of ATXN2 expression; hit rate 0.72% among 360,000; Potency, µM (series often up to 57 µM), for inactives: at the top dose activity change, negative = inhibition, usual class: inhibitors; HEK-293 ATXN2-luciferase reporter, luminescence, 24 h; AID 1745845; further: potency means the concentration at half of the fitted maximal effect; on the % scale 0 is the no-effect control and ±100 the full control effect; nearly all actives have a fitted effect of over 55% in size
#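 qHTS (up to 57 uM final) was run with 24 h compound exposure of reporter cells at 37 °C. Each well was multiplexed: SteadyGlo luminescence measured ATXN2-luciferase expression after a fluorogenic Gly-Phe-AFC viability readout (25 uM final).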
# IL1B secr inh – inflammasome signaling inhibition, IL-1 beta readout; THP-1 LPS/ATP IL-1B secretion, AlphaLISA, 16 h; hits give low values; activity change, % at 57.5 µM; hit rate 4.7% among 360,000; AID 743279; in the data active means activity change below about -50%; inconclusive means mostly about -30% to -49%; further: on the % scale 0 is the no-effect control and ±100 the full control effect
#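 Secreted IL-1B measured by AlphaLISA bead assay after 16 h compound exposure of THP-1 cells; compounds (final up to 57.5 uM) added 1 h before LPS (250 ng/mL) and ATP (1.25 mM) stimulation; lower signal means less secretion.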
# KB-3-1 cytotox – KB-3-1 parental cell cytotoxicity; KB-3-1 viability, CellTiter-Glo ATP luminescence, 72 h; Potency, µM (doses to about 46.1 µM), for the others: at the top dose activity change, negative = cytotoxic, most hits filed as cytotoxic; hit rate 1.4% among 400,000; AID 1347075; further: potency means the concentration at half of the fitted maximal effect; on the % scale 0 is the no-effect control and ±100 the full control effect; nearly all actives have a fitted effect of over 60% in size
#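 72 h, 37 °C compound treatment of KB-3-1 parental cells; CellTiter-Glo added, 10 min, luminescence read. Data corrected against DMSO-only plates and normalized before curve fitting.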
# MCF10A rereplic – induces DNA re-replication in MCF 10a normal breast cells; hit rate 2.9% among 350,000; MCF 10A DNA re-replication, Hoechst nuclear intensity, 48 h; Potency, µM (series often up to 46.1 µM), for inactives: at the highest dose activity, positive = re-replication, actives largely listed as activators; further: potency means the concentration at half of the fitted maximal effect; % of control where 0% means no effect; nearly all actives have a fitted effect of over 50% in size
# SW480 rereplic – induces DNA re-replication in SW480 colon adenocarcinoma cells | SW480 DNA re-replication, Hoechst DNA content imaging, 48 h | Potency, µM (highest dose often 46.1 µM), without a hit: at the top dose re-replication activation, usual class: activators | hit rate 1.8% among 340,000 | AID 624297; further: potency means the concentration at half of the fitted maximal effect; % of control where 0% means no effect; nearly all actives have a fitted effect of over 55% in size
#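 Image-based DNA-content assay: after two days of treatment, nuclei were labelled with the DNA dye Hoechst and imaged, and hits were compounds raising the count of nuclei showing high fluorescence intensity.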
# HT1080-NT tox – kills 2HG-producing HT-1080-NT fibrosarcoma cells. HT-1080-NT fibrosarcoma viability, CellTiter-Glo ATP luminescence, 48 h. hit rate 1.6% among 360,000. Potency, µM (titrated, usually from 46.1 µM), inactives show at the highest dose activity, negative = less viability, usual class: cytotoxic. AID 686970;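 further: NT is the 2HG producing partner of a matched IDH1 knockdown line; potency means the concentration at half of the fitted maximal effect; 0% = DMSO-treated cells and -100% = media-only wells without cells; nearly all actives have a fitted effect of over 55% in size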
#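 HT-1080-NT fibrosarcoma cells (2HG-overproducing), 750 cells/well in RPMI with 5% FBS, dosed after 2 h and incubated 48 h at 37C. CellTiter-Glo luminescence normalized to DMSO and no-cell wells; concentration-response curves fitted and classed.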
# HT1080 IDH1KD tx – HT-1080 IDH1 knockdown cell toxicity (counter line). HT-1080 IDH1 knockdown viability, ATP luminescence, 48 h. Potency, µM (doses to about 46.1 µM), inactives show at the top dose activity, negative = toxicity, actives largely listed as cytotoxic. hit rate 2% among 360,000. AID 686971;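 further: potency means the concentration at half of the fitted maximal effect; 0% = DMSO wells and -100% = cell-free medium wells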
#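 HT-1080-IDH1KD cells (IDH1 knocked down), 750/well in RPMI with 5% FBS, treated with compound 48 h at 37 degrees C. Viability by CellTiter-Glo luminescence, normalised to DMSO and no-cell wells; concentration-response curves classed.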
# KB-V1 MDR tox – kills drug-selected multidrug resistant KB-V1 cells; hit rate 3.4% among 400,000; KB-V1 MDR cells viability, CellTiter-Glo, 72 h; AID 1347076; Potency, µM (titrated, usually from 46.1 µM), for inactives: at the highest dose activity change, negative = cytotoxicity, actives largely listed as cytotoxic; further: potency means the concentration at half of the fitted maximal effect; on the % scale 0 is the no-effect control and ±100 the full control effect; nearly all actives have a fitted effect of over 60% in size
#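 Following 72 h at 37 degrees C with compound, KB-V1 cell viability was read by CellTiter-Glo luminescence, medium being phenol-red-free DMEM plus 10% FBS; concentration-response parameters came from normalized, curve-fitted qHTS data.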
# Starred values were filed as active, the others as inactive; i = inactive; u = inconclusive; x = no result given; & = joins results of further samples; [ ] = remark or other dose. Unless noted, the call rests on the fitted dose curve; in most records, active means well fitted curve in the direction sought with a large enough effect; inconclusive means small, poorly fitted or top-dose-only effect, or another doubt; inactive means no such curve, though single readings can be large; an effect the other way counts as inactive or inconclusive. Random draw from the library (roughly 11% active in at least one column).
SMILES,S2 tox,ATXN2 expr inh,IL1B secr inh,KB-3-1 cytotox,MCF10A rereplic,SW480 rereplic,HT1080-NT tox,HT1080 IDH1KD tx,KB-V1 MDR tox
CNC(=O)OCCSCCS(=O)(=O)c1ccc(Cl)cc1,i,2%,8,-3%,4%,-12%,6%,12%,0%
NC(=O)CN(c1ccc([N+](=O)[O-])cc1)S(=O)(=O)c1ccccc1,i,-13%,-10,-1%,2%,-11%,-1%,1%,-2%
Cc1ccc(S(=O)(=O)c2ccc(Cl)cc2)cc1S(N)(=O)=O,u,-51%,0,8%,20%,-19%,-17%,-1%,3%
CCOC(=O)Cn1c(=O)oc2cc(S(=O)(=O)N(C)Cc3ccccc3)ccc21,i,6%,32,17%,3%,-24%,-5%,1%,0%
COc1ccccc1C(=O)NC(=S)Nc1ccc(N2CCN(C(=O)c3ccco3)CC2)cc1,i,-37%,u,-22%,9%,-9%,4%,12%,-9%
COc1ccc(-c2nnnn2C)cc1S(=O)(=O)NCCc1ccccc1,i,6%,1,9%,2%,-4%,14%,11%,-27%
COc1ccc(NC2=NC3(CCCCC3)N=C(N)N2)cc1,i,3%,-85*,-2%,0%,-2%[9.22 µM],11%,8%,6%
CC(C)c1ccc(Nc2nnc(SCC(=O)Nc3ncc(S(=O)(=O)c4ccc([N+](=O)[O-])cc4)s3)s2)cc1,u,x,8,-8%,u,17%,7%,1%,-3%
COC(=O)c1ccccc1NC(=O)CN1CCC(n2nnc3cc(C(F)(F)F)ccc32)CC1,i,-20%,13,u,u,1%,-3%,-2%,4.1µM*
Cc1cc2ncn(C(=O)c3c(-c4c(Cl)cccc4Cl)noc3C)c2cc1C,i,5%,29,0%,10%,-3%,10%,2%,-2%
C=CCSc1nc(N)c(C(=O)Nc2ccccc2OC)cc1C(=O)Nc1ccccc1,i,6%,41,-11%,0%,16%,-3%,-12%,4%
C=CCn1c(C2CC(=O)N(c3ccc(C)cc3)C2)nc2ccccc21 (configuration not stated),i,-5%,0,-2%,319%[0.0737 µM],-8%,-4%,-16%,-11%
CCCN(CCC)CCNC(=O)C1CCCN(S(=O)(=O)c2ccc3c(c2)oc(=O)n3C)C1 (configuration not stated),i,-7%,-10,-1%,3%,4%,-1%,6%,-10%
COc1cc(S(=O)(=O)Nc2ccccc2C(=O)N2CCCC2)ccc1NC(C)=O,u,-2%,15,1%,10%,-5%,-2%,1%,23%
Cn1ncc(Br)c1C(=O)NC1CCCCCCC1,i,1%,-4,0%,6%,-3%,4%,-1%,-2%
COc1ccccc1NC(=S)N1CCN(C(=O)C2CCCO2)CC1 (configuration not stated),i,x,3,-3%,1%,-135%[inhibitor],-3%,-5%,12%
CSCCC(NC(=O)COc1ccccc1)C(=O)OCc1ccc(Cl)cc1 (configuration not stated),i,-15%,7,-10%,-4%,u,11%,17%,25%
Clc1ccccc1OCCCOc1cccc2cccnc12,i,56%[activator],u,-13%,13%,-1%,2%,-16%,u
O=S(=O)(Nc1cc(Cl)ccc1N1CCCCC1)c1cccs1,i,-18%,-11,u,5%,12%,0%,-9%,u
CC(C(=O)NCC(=O)Nc1ccc(F)c(F)c1F)N1CCN(Cc2ccc(C#N)cc2)CC1 (configuration not stated),i,6%,9,0%,4%,4%,5%,-2%,13µM*
COc1ccc(-c2nc3ccccc3c(C(=O)Nc3ccc(S(=O)(=O)Nc4cc(C)on4)cc3)c2C)cc1,i,-35%,19,u,18µM*,u,u,u,-23%
CCn1nnnc1SCC(=O)N1CCN(c2ccccc2)CC1,i,x,-14,-13%,-2%,-4%,-7%,0%,-15%
O=C(Nc1cccc(S(=O)(=O)NC2=NCCC2)c1)c1ccc(=O)[nH]c1,i,-3%,-29,u,u,-5%,1%,-6%,-25%
CCN1CCN(Cc2nnc(-c3ccc(C)cc3)o2)CC1,i,-15%,0,-3%,-1%,-8%,-10%,-3%,-18%
COc1ccc(S(=O)(=O)NC(Cc2cnc[nH]2)C(=O)O)cc1 (configuration not stated),i,-19%,-1,2%,-5%,0%,0%,-2%,25%
CN1C(=O)C2(SCC(=O)N2c2ccc(F)cc2)c2ccccc21 (configuration not stated),i,2%,x,13%,x,x,x,x,-8%
COc1cc(C2C(C(=O)c3ccco3)=C(O)C(=O)N2CCc2ccccc2)ccc1O (configuration not stated),u,-5%,9,4%,2%,0%,-1%,1%,29%
CC1CN(C(=O)c2ccc(-c3ccccc3Cl)o2)CC(C)O1 (configuration not stated),i,14%,-18,0%,13%,5%,-3%,0%,u
COc1ccc(CCNC(=O)CC2SC(=NCc3ccccc3OC)NC2=O)cc1 (configuration not stated),i,-3%,3,-13%,1%,-14%,-3%,0%,-1%
O=C(NCCc1ccccc1)C1CCC(Cn2c(=O)c3ccccc3n(Cc3cccc(Cl)c3)c2=O)CC1 (configuration not stated),i,2%,25,7%,-1%,4%,19%,25%,2%
CSc1ccccc1NC(=O)c1cc(CC(C)C)on1,x,28%,0,0%,11%,-4%,30%,11%,2%
C/C(=N\NC(=O)c1nnn(-c2nonc2N)c1C(C)C)c1ccncc1,i,-8%,5,4%,2%,7%,15%,13%,7%
COc1cccc(CN(C)C(=O)CSC(C)C(=O)Nc2cc(C)on2)c1OC (configuration not stated),i,3%,9,9%,-1%,0%,-2%,0%,-7%
COc1ccc(CNCC(O)(c2ccccc2)c2ccc(Cl)cc2)cc1 (configuration not stated),i,u,0,u,14%,u,u,-26%,13µM*
CCc1nc2c(OCc3c(C)noc3C)cccn2c1N(C=O)Cc1ccc(OC)cc1,i,u,6,0%,x,x,1%,0%,-14%
Cc1cc(C)n2nc(C(=O)NCC(=O)Nc3ccc(F)c(F)c3)nc2n1,i,2%,10,20%,-3%,28%,4%,0%,2%

# Entries above containing an NH in an aromatic ring (2):
SMILES,S2 tox,ATXN2 expr inh,IL1B secr inh,KB-3-1 cytotox,MCF10A rereplic,SW480 rereplic,HT1080-NT tox,HT1080 IDH1KD tx,KB-V1 MDR tox
O=C(Nc1cccc(S(=O)(=O)NC2=NCCC2)c1)c1ccc(=O)[nH]c1,i,-3%,-29,u,u,-5%,1%,-6%,-25%
COc1ccc(S(=O)(=O)NC(Cc2cnc[nH]2)C(=O)O)cc1 (configuration not stated),i,-19%,-1,2%,-5%,0%,0%,-2%,25%

# (further entries)
SMILES,S2 tox,ATXN2 expr inh,IL1B secr inh,KB-3-1 cytotox,MCF10A rereplic,SW480 rereplic,HT1080-NT tox,HT1080 IDH1KD tx,KB-V1 MDR tox
O=C1CCCN1CCCNC(=S)Nc1ccc(Cl)cc1Cl,i,-1%,-11,7%,0%,-7%,0%,-4%,-2%
O=C(Nc1cnc2ccccn2c1=O)c1ccc(Cl)cc1,i,49%[activator],13,-1%,-6%,-15%,17%,9%,2%
CC(=O)Nc1ccc(SC[C@H](CC(C)C)N2CCN(CCc3ccccc3)CCC2=O)cc1,i,-10%,-9,-21%,u,u,-2%,-1%,-14%
Cc1c(S(=O)(=O)NC(C)c2ccccc2)c(=O)n(C)c(=O)n1C (configuration not stated),i,-5%,12,-1%,-2%,-4%,-1%,4%,2%
O=C(c1cc(-c2ccc(F)cc2)on1)N1CCCC1,i,-18%,17,0%,-6%,-6%,10%,6%,u
COc1ccc(N2CCN(Cc3cc(=O)oc4ccc5ccccc5c34)CC2)cc1,i,-3%,-19,-8%,u,25%,-11%,-14%,-4%
Cc1ccc(SCCNS(C)(=O)=O)cc1,i,5%,-2,0%,-3%,-4%,-2%,-4%,14%
COc1ccc(CCN2C(=O)CC(Sc3ncccc3C(=O)O)C2=O)cc1OC (configuration not stated),i,4%,9,-1%,420%[0.0737 µM],5%,-8%,-7%,21%
COc1ccc(OC)c(CC(=O)Nc2cc(S(=O)(=O)N3CCCCC3)ccc2C)c1,i,-17%,-2,u,20%,-22%,-10%,-6%,4%
O=C(c1cc2ccccc2o1)N1CCN(Cc2ccccc2)CC1,i,0%,-2,15%,1%&-3%,2%&-1%,15%,11%,-12%
NC(=O)c1c(NC(=O)CN2CCN(S(=O)(=O)c3ccccc3)CC2)sc2c1CCC2,i,-18%,-51*,-16%,13%,-2%,u,-11%,1%
Cc1ccc(C)c(S(=O)(=O)N2CCN(C(=O)c3ccc(N4CCCC4)c([N+](=O)[O-])c3)CC2)c1,i,-6%,-30,-11%,4%,0%,-18%,-8%,6%
O=C(O)C1CCC(=O)N(C2CCCCC2)C1c1ccccc1Cl (configuration not stated),i,-2%,7,-1%,2%,-2%,0%,3%,7%
CCOC(=O)CSc1nnc2n(Cc3ccccc3)c(=O)c3c4c(sc3n12)CCC4,i,-3%,2,0%,-40%[inhibitor],-1%,10%,-15%,22%
CCN(C[C@H]1N[C@@](CC)(C(=O)OC)[C@H]2C(=O)N(Cc3ccccc3)C(=O)[C@@H]12)S(=O)(=O)c1ccc(C(F)(F)F)cc1,i,0%,-19,u,-4%,-1%,-3%,-2%,0%
COC(=O)c1ccc2c(=O)n(-c3ccc(OC)cc3)c(=S)[nH]c2c1,u,-23%,35,5%,0%,-6%,-1%,-1%,u
COc1ccc(Cl)cc1NC(=S)NCCO,i,10%,-2,4%,-19%,-8%,5%,-1%,19%
c1ccc(C2=NNC(c3ccco3)=Nc3ccccc32)cc1,i,-25%,0,-3%,-1%,-6%,-1%,2%,16%
CCOc1ccc(S(=O)(=O)Nc2cccc(Cl)c2)cc1,i,-32%,-10,u,-6%,17%,u,-4%[9.24 µM],u
CCN(C(=O)COC(=O)COc1ccc2c(c1)CCC2)c1c(N)n(Cc2ccccc2)c(=O)[nH]c1=O,i,1%,-12,13%,0%,-10%,9%,24%,u
CC(OC(=O)Cc1ccc(Cl)cc1)C(=O)NC1CCCCC1C (configuration not stated),i,-3%,-10,6%,6%,-3%,8%,17%,17%
